High-throughput results from PubChem BioAssay.
FBA Mtb inh – inhibitors of M. tuberculosis fructose-bisphosphate aldolase; P9WQA3; purified M. tuberculosis FBA, fluorescence read-out; inhibition, % at 1 µM; 360,000 tested, 2.3% active; in the data active = inhibition above about 27%;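 note: 0% = vehicle and 100% = reference inhibitor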
Target sequence (P9WQA3 whole entry, looked up): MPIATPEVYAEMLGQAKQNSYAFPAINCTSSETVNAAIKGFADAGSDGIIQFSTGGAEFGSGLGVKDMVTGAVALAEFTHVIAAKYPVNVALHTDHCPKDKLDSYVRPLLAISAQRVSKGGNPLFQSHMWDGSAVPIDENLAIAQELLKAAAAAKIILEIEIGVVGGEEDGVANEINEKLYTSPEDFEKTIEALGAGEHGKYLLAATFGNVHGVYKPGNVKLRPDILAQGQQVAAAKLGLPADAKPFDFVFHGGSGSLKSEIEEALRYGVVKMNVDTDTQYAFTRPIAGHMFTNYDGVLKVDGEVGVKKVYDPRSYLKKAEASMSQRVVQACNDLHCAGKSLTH
MazEF act – MazEF (E. coli) toxin RNase activation; P0AE70; FAM/BHQ RNA-DNA oligo cleavage fluorescence, 5 h; activation, % at 20 µM; 350,000 tested, 0.32% active; AID 504720; in the data active = activation above about 50%
Target sequence (P0AE70 whole entry, looked up): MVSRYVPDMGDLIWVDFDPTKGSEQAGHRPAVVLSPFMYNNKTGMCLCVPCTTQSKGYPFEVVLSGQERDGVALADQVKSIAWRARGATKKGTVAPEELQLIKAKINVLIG
Mtb BioA inh – BioA (M. tuberculosis) enzyme inhibition. purified M. tuberculosis BioA enzyme, plate reader. inhibition, % at 9.99 µM. 360,000 tested, 0.096% active. AID 602481; in the data active = inhibition above about 40%; inconclusive = no clear call, values can overlap the other calls
CCHFV vOTU inh – CCHFV vOTU protease inhibition. inhibition, % at 11.5 µM. Pep-AMC fluorescence. 370,000 tested, 0.55% active; note: 0% = vehicle wells with enzyme and 100% = no enzyme wells
BoNT F protease – blocks Botulinum neurotoxin F light chain protease; 360,000 tested, 0.22% active; inhibition, % at 10 µM; Multiplex microsphere protease cleavage assay, flow cytometry; AID 588497; in the data active = inhibition above about 35%, passing the limit was not always enough; inconclusive = no clear call, values can overlap the other calls; note: plate controls were buffer without enzyme for full effect and enzyme alone for no effect
FadD28 FP inh – blocks FadD28 binding to the bisubstrate probe. 360,000 tested, 0.22% active. AID 588549. fluorescence polarization. inhibition, % at 12.5 µM; in the data active = inhibition above about 8.5%, passing the limit was not always enough; inconclusive = no clear call, values can overlap the other calls
Rv3671c inh – inhibits the M. tuberculosis serine protease Rv3671c. 320,000 tested, 0.048% active. inhibition, % at 5.96 µM. P9WHR9; in the data active = inhibition above about 38%;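 note: extracellular domain of Rv3671c used as enzyme; 0% = enzyme with DMSO and 100% = no enzyme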
GDH-TPI inh – inhibits GDH-TPI coupling enzymes, artifact for Mtb FBA screen; GDH-TPI coupled enzyme counterscreen, NADH absorbance; inhibition, % at 4.8 µM; 360,000 tested, 1.2% active;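 note: 0% = DMSO wells and 100% = wells lacking the enzyme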
UGM FP inh – Mtb UDP-galactopyranose mutase inhibition; purified UGM, fluorescence polarization probe displacement; AID 504406; 320,000 tested, 0.06% active; inhibition, % at 10 µM; P9WIQ1; in the data active = inhibition above about 10%, passing the limit was not always enough; inconclusive = no clear call, values can overlap the other calls
Target sequence (P9WIQ1 whole entry, looked up): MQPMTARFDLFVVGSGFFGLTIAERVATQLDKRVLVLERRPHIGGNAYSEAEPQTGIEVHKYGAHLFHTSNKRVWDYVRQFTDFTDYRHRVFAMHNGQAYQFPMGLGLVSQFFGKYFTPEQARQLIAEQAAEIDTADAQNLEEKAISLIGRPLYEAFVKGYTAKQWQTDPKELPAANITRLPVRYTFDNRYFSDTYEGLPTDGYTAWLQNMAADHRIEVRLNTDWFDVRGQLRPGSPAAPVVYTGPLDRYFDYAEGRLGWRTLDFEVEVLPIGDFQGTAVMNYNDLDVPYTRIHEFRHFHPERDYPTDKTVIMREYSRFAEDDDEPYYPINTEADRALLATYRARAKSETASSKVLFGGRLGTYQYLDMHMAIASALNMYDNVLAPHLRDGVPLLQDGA
VHR inh abs – inhibitors of human VHR1 phosphatase (DUSP3); recombinant VHR phosphatase, pNPP absorbance; inhibition, % at 13.3 µM; 290,000 tested, 0.52% active; in the data active = inhibition above about 50%; note: some compounds called inactive have numbers as strong as hits
Target sequence (P51452 whole entry, looked up): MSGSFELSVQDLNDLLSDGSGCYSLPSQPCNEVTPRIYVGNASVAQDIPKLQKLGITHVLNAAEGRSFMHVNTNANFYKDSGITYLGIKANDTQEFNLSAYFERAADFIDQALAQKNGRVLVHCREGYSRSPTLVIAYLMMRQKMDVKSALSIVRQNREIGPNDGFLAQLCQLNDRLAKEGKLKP
Numbers without * were called inactive; & = joins results of further samples. Cut-off read from the data, not from the text of the source, unless noted: active = inhibition above about 30%; inactive = the rest.

Screening Cc1cccc(N(CC(=O)NC2CCCC2)C(=O)CCCC(=O)Nc2ccccn2)c1 returned FBA Mtb inh -2, MazEF act -3, CCHFV vOTU inh -8, BoNT F protease 4, FadD28 FP inh -3.2, Rv3671c inh -1, GDH-TPI inh 3, UGM FP inh 2.3 and VHR inh abs 2.
O=C(O)CCC(=O)N1CCc2cc(S(=O)(=O)N3CC=C(c4ccccc4)CC3)ccc21 was read as FBA Mtb inh 0, MazEF act -6, Mtb BioA inh 2.9, CCHFV vOTU inh 7, BoNT F protease -8, FadD28 FP inh -0.6, Rv3671c inh 1, GDH-TPI inh 4, UGM FP inh 1.6 and VHR inh abs 0.
Screening Cc1ccc(NC(=O)CCNS(=O)(=O)c2ccc3c(c2)CCC(=O)N3)c(Br)c1 returned FBA Mtb inh 0, MazEF act 12, Mtb BioA inh -1.5, CCHFV vOTU inh 3, BoNT F protease -18, FadD28 FP inh -1.3, Rv3671c inh 8, GDH-TPI inh -9, UGM FP inh 0.0 and VHR inh abs 17.
Screening Cc1cc(C(=O)NC(CC(C)C)C(=O)O)cc(C)c1[N+](=O)[O-] (stereo not drawn) returned FBA Mtb inh 2, MazEF act 4, Mtb BioA inh -2.9, CCHFV vOTU inh 14, BoNT F protease 0, FadD28 FP inh -2.3, Rv3671c inh -3, GDH-TPI inh 1, UGM FP inh -0.1 and VHR inh abs -5.
O=C1c2ccccc2NC(c2ccc([N+](=O)[O-])cc2)N1O (stereo not drawn) was read as FBA Mtb inh 0, MazEF act 5, Mtb BioA inh 2.7, CCHFV vOTU inh -3, BoNT F protease -5, FadD28 FP inh -2.5, Rv3671c inh 17, GDH-TPI inh 8, UGM FP inh 0.2 and VHR inh abs 6.
Cc1ccc(C(C)C)c(OCC(=O)NN=C2CCCC2)c1 was read as FBA Mtb inh -2, MazEF act -3, CCHFV vOTU inh 2, BoNT F protease 4, FadD28 FP inh -1.6, Rv3671c inh -3, GDH-TPI inh 3, UGM FP inh 0.5 and VHR inh abs 0.
Screening CCOC(=O)/C(=N\NC(=O)c1ccccc1)c1ccccc1 returned FBA Mtb inh -5, MazEF act 19, Mtb BioA inh 0.2, CCHFV vOTU inh 5, BoNT F protease 6, FadD28 FP inh -5.8, Rv3671c inh -1, GDH-TPI inh 2, UGM FP inh 1.3 and VHR inh abs 12.
`N#Cc1ccc(CSc2nc(N)cc(=O)[nH]2)cc1` gave FBA Mtb inh -1, MazEF act -9, Mtb BioA inh 8.2, CCHFV vOTU inh -7, BoNT F protease inconclusive, FadD28 FP inh -1.2, Rv3671c inh 2, GDH-TPI inh 0, UGM FP inh 2.3 and VHR inh abs -8.
Screening CN(C)CC(C)(C)CNS(=O)(=O)c1ccc(Cl)c(Cl)c1 returned FBA Mtb inh 2&3, MazEF act -3&0, Mtb BioA inh -0.9, CCHFV vOTU inh 3&-1, BoNT F protease -2&0, FadD28 FP inh -2.3&-0.6, Rv3671c inh 6&-1, GDH-TPI inh -2&15, UGM FP inh -2.5&0.2 and VHR inh abs 11&12.
For CC12CC(O)C3c4ccc(O)cc4CCC3C1CCC2=O (stereo not drawn) the results were FBA Mtb inh -1, MazEF act -2, Mtb BioA inh -4.2, CCHFV vOTU inh 1, BoNT F protease 0, FadD28 FP inh -0.6, Rv3671c inh 2, GDH-TPI inh 7, UGM FP inh 1.9 and VHR inh abs 8.
`CC(C)C(=O)N1CCC1(C)C(=O)NS(=O)(=O)c1cccs1` (stereo not drawn) gave FBA Mtb inh 4, Mtb BioA inh -2.6, CCHFV vOTU inh -2, BoNT F protease 0, FadD28 FP inh -0.8 and GDH-TPI inh 12.
Cc1[nH]n(-c2c(Cl)cc(Cl)cc2Cl)c(=O)c1C=Nc1ccc(S(=O)(=O)N2CCOCC2)cc1 was read as FBA Mtb inh 1, MazEF act -1, CCHFV vOTU inh 26, BoNT F protease -1, FadD28 FP inh -1.0, Rv3671c inh -7, GDH-TPI inh 0, UGM FP inh 0.9 and VHR inh abs -10.

The last two records of the section before open the next one.
`CC(C)C(=O)N1CCC1(C)C(=O)NS(=O)(=O)c1cccs1` (stereo not drawn) gave FBA Mtb inh 4, Mtb BioA inh -2.6, CCHFV vOTU inh -2, BoNT F protease 0, FadD28 FP inh -0.8 and GDH-TPI inh 12.
Cc1[nH]n(-c2c(Cl)cc(Cl)cc2Cl)c(=O)c1C=Nc1ccc(S(=O)(=O)N2CCOCC2)cc1 was read as FBA Mtb inh 1, MazEF act -1, CCHFV vOTU inh 26, BoNT F protease -1, FadD28 FP inh -1.0, Rv3671c inh -7, GDH-TPI inh 0, UGM FP inh 0.9 and VHR inh abs -10.
Cc1cc(=O)c2cc(Br)ccc2[nH]1 was read as FBA Mtb inh 0, MazEF act 2, Mtb BioA inh 0.2, CCHFV vOTU inh -11, BoNT F protease -6, FadD28 FP inh -0.2, Rv3671c inh 1, GDH-TPI inh 10, UGM FP inh 1.5 and VHR inh abs 0.
`CC1CCN(S(=O)(=O)c2ccc(C(=O)Nc3nnc(-c4ccco4)o3)cc2)CC1` gave FBA Mtb inh 1, MazEF act 2, Mtb BioA inh -1.9, CCHFV vOTU inh 4, BoNT F protease -2, FadD28 FP inh -2.4, Rv3671c inh -7, GDH-TPI inh 24, UGM FP inh -1.4 and VHR inh abs 4.
`O=C(NN=Cc1ccccc1)C(Oc1ccccc1)c1ccccc1` (stereo not drawn) gave FBA Mtb inh 3, MazEF act -3, CCHFV vOTU inh -10, BoNT F protease -6, FadD28 FP inh 2.1 and GDH-TPI inh 6.
CCOC(=O)Cc1csc(NC(=O)CSc2nnc(-c3cccnc3)n2Cc2ccco2)n1 was read as FBA Mtb inh -10, MazEF act 1, CCHFV vOTU inh -6, BoNT F protease 11, FadD28 FP inh -2.3, Rv3671c inh -2, GDH-TPI inh -10, UGM FP inh -3.5 and VHR inh abs -1.
Screening O=C(CC(=O)N/N=C/c1ccc(C(=O)O)cc1)NCCc1ccccc1 returned FBA Mtb inh -3, MazEF act 7, Mtb BioA inh -1.7, CCHFV vOTU inh -7, BoNT F protease -29, FadD28 FP inh -4.5, Rv3671c inh 4, GDH-TPI inh -15, UGM FP inh -1.5 and VHR inh abs 18.
O=C(Nc1ccc(Cl)c(S(=O)(=O)N2CCCCC2)c1)c1cnccn1 was read as FBA Mtb inh -1, MazEF act -7, Mtb BioA inh 12, CCHFV vOTU inh 17, BoNT F protease -8, FadD28 FP inh -4.8, Rv3671c inh -8, GDH-TPI inh 7 and UGM FP inh 0.3.
Cn1c(=O)c2c(nc(NCCCN3CCOCC3)n2Cc2cccc(Cl)c2)n(C)c1=O was read as FBA Mtb inh -5, MazEF act -2, Mtb BioA inh -1.3, CCHFV vOTU inh -9, BoNT F protease 6, FadD28 FP inh -4.1, Rv3671c inh 5, GDH-TPI inh 1, UGM FP inh -2.7 and VHR inh abs 24.
O=C(c1cc(-c2ccco2)nc2ccccc12)N1CCN(c2ccc(F)cc2)CC1 was read as FBA Mtb inh 8, MazEF act -2, CCHFV vOTU inh -1, BoNT F protease -12, FadD28 FP inh 1.0, Rv3671c inh -4, GDH-TPI inh 8, UGM FP inh 0.8 and VHR inh abs 12.
CCCCOC(=O)C1[C@H]2C(=O)N(Cc3cccs3)C[C@]23C=C[C@H]1O3 (stereo partly drawn) was read as FBA Mtb inh -1, MazEF act -6, Mtb BioA inh -0.4, CCHFV vOTU inh -1, BoNT F protease -2, FadD28 FP inh -3.5, Rv3671c inh 2, GDH-TPI inh 3, UGM FP inh -1.6 and VHR inh abs -4.
CCc1c(C)c2c(C)nn(-c3ccccc3)c2oc1=O was read as FBA Mtb inh 4, MazEF act 9, Mtb BioA inh 0.2, CCHFV vOTU inh 9, BoNT F protease -29, FadD28 FP inh -0.8, Rv3671c inh -2, GDH-TPI inh 10, UGM FP inh -1.5 and VHR inh abs 9.
`CCCOc1ccc(C(=O)CCC(=O)NNC(=O)c2ccncc2)cc1` gave FBA Mtb inh -2, MazEF act 1, Mtb BioA inh -1.2, CCHFV vOTU inh -1, BoNT F protease 5, FadD28 FP inh -3.9, Rv3671c inh -7, GDH-TPI inh -1, UGM FP inh 1.2 and VHR inh abs 16.
Screening CCC(C)C(NC(=O)C1CCC(C)CC1)C(=O)NC(C(=O)OC)C(C)C (stereo not drawn) returned FBA Mtb inh 3, MazEF act 6, Mtb BioA inh 0.7, CCHFV vOTU inh 12, BoNT F protease -2, FadD28 FP inh -2.0, Rv3671c inh -1, GDH-TPI inh 2, UGM FP inh 0.7 and VHR inh abs 33.
For COc1ccc(CCN=C(N)NS(=O)(=O)c2ccccc2)cc1OC the results were FBA Mtb inh 2, MazEF act -3, CCHFV vOTU inh -12, BoNT F protease -2, FadD28 FP inh -3.6, Rv3671c inh -5, GDH-TPI inh -2, UGM FP inh 1.7 and VHR inh abs -10.
N=c1c(S(=O)(=O)c2ccc(Cl)cc2)cc2c(=O)n3ccccc3nc2n1C1CCCCC1 was read as FBA Mtb inh -3, MazEF act -13, Mtb BioA inh -1.8, CCHFV vOTU inh -10, BoNT F protease -4, FadD28 FP inh -3.2, Rv3671c inh 1, GDH-TPI inh 6, UGM FP inh 4.1 and VHR inh abs 10.
Screening CC(C)CN1CCN(Cc2cccc3cccnc23)CC1CCO (stereo not drawn) returned FBA Mtb inh 1, MazEF act -17, Mtb BioA inh -0.3, CCHFV vOTU inh -2, BoNT F protease -3, FadD28 FP inh -2.5, Rv3671c inh 4, GDH-TPI inh 1, UGM FP inh 2.4 and VHR inh abs -1.
`COc1cc(/C=C2\SC(=S)N(Nc3ncc(C(F)(F)F)cc3Cl)C2=O)cc(OC)c1OC` gave FBA Mtb inh -1, MazEF act -9, Mtb BioA inh -1.5, CCHFV vOTU inh -2, BoNT F protease 43*, FadD28 FP inh -0.6, Rv3671c inh 6, GDH-TPI inh 6, UGM FP inh -1.7 and VHR inh abs 10.
Screening COc1ccc(NC(=O)c2c(C(F)(F)F)nn(C)c2Cl)cc1 returned FBA Mtb inh 3, MazEF act 5, CCHFV vOTU inh -10, BoNT F protease 0, FadD28 FP inh -1.2, Rv3671c inh -4, GDH-TPI inh 6, UGM FP inh 0.3 and VHR inh abs 12.
CC1Cc2nc(SCC(=O)N3CCc4ccccc43)n(C)c(=O)c2S1 (stereo not drawn) was read as FBA Mtb inh -1, MazEF act 2, CCHFV vOTU inh 2, BoNT F protease 1, FadD28 FP inh -0.8, Rv3671c inh 5, GDH-TPI inh 16, UGM FP inh -1.0 and VHR inh abs 24.
Screening COCCn1c(N)c(N(Cc2ccccc2)C(=O)C2=COCCO2)c(=O)[nH]c1=O returned FBA Mtb inh 5, MazEF act -42, Mtb BioA inh 0.0, CCHFV vOTU inh -7, BoNT F protease -1, FadD28 FP inh -0.2, Rv3671c inh 2, GDH-TPI inh 9, UGM FP inh 0.8 and VHR inh abs 5.
`O=C(N/C(=C/c1cccc([N+](=O)[O-])c1)C(=O)N1CCCCC1)c1cccs1` gave FBA Mtb inh -3, MazEF act -1, CCHFV vOTU inh 4, BoNT F protease 2, FadD28 FP inh -1.8, Rv3671c inh -4, GDH-TPI inh 7, UGM FP inh 1.0 and VHR inh abs 12.
For Cn1c(=O)cc(OCCCC(=O)NCc2ccco2)c2ccccc21 the results were FBA Mtb inh 0, MazEF act 2, Mtb BioA inh 3.6, CCHFV vOTU inh 0, BoNT F protease -3, FadD28 FP inh 1.0, Rv3671c inh 4, GDH-TPI inh 19, UGM FP inh 2.6 and VHR inh abs -17.
Screening Nc1nc2c(s1)COc1ccccc1-2 returned FBA Mtb inh -2, MazEF act -1, Mtb BioA inh -1.9, CCHFV vOTU inh 9, BoNT F protease 0, FadD28 FP inh -1.2, Rv3671c inh 12, GDH-TPI inh 0, UGM FP inh 1.2 and VHR inh abs 10.
For Cc1cc(C)cc(NC(=O)CSc2nc(=O)n(CCN3CCOCC3)c3c2CCCC3)c1 the results were FBA Mtb inh 0, MazEF act 4, CCHFV vOTU inh -3, BoNT F protease 4, FadD28 FP inh -2.3, Rv3671c inh 5, GDH-TPI inh 5 and UGM FP inh -2.0.
